# Pol beta inh: DNA polymerase beta (human) inhibition | P06746 | Pol beta primer extension/strand displacement, fluorescence kinetic | Potency, µM (top dose mostly 114 µM), without a hit: top-dose activity change, negative = inhibition, usual class: inhibitors | hit rate 1.3% among 340,000; note: potency is the fitted concentration of half-maximal effect; % is set by controls: 0 for no effect and ±100 for the full control effect
#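 Homogeneous kinetic assay of primer extension and strand displacement by 10 nM Pol beta, preincubated 15 min at room temperature with compound before 50 nM substrate (final) was added. Read at 0 and 10 min; four-parameter Hill fit.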
# PGK inhibitor: blocks T. brucei phosphoglycerate kinase; P07378; Potency, µM (top dose mostly 57.5 µM), for inactives: at the highest dose activity change, negative = inhibition, most hits filed as inhibitors; hit rate 0.043% among 380,000; PGK/GAPDH coupled, Kinase-Glo luminescence, 60 min; note: potency is the fitted concentration of half-maximal effect; % is set by controls: 0 for no effect and ±100 for the full control effect; nearly all actives have a fitted effect of over 60% in size
# Target sequence (P07378 whole entry, looked up): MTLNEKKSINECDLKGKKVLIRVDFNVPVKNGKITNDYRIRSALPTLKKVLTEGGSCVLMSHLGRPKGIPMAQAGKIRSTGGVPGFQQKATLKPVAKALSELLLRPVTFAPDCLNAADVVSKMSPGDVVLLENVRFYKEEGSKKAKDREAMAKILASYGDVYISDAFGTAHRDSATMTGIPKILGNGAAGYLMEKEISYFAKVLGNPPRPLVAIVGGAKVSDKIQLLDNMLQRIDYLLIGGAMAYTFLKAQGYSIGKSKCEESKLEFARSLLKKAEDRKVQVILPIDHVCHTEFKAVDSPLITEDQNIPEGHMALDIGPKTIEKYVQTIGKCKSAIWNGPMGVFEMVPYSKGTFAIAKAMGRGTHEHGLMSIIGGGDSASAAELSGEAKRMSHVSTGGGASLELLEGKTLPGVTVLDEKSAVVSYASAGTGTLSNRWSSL
#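 Luminescent ATP detection (Kinase-Glo Plus) follows a 60-minute room-temperature incubation, with wells lacking PGK as controls. Buffer: 100 mM TEA (pH 7.6), 5 mM MgCl2, 0.01% Tween-20. Coupling enzyme GAPDH (100 nM final) supplies unstable 1,3-BPG in-well.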
# POLK inh: inhibitors of human DNA polymerase kappa; purified Pol kappa, fluorescent DNA synthesis assay, 10 min; Potency, µM (titrated, usually from 107 µM), for inactives: at the highest dose activity, negative = inhibition, actives largely listed as inhibitors; hit rate 0.53% among 400,000; AID 588579; note: potency is the fitted concentration of half-maximal effect; % is set by controls: 0 for no effect and ±100 for the full control effect
#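 Pol kappa 10 nM + cpd, 15 min RT; start w/ substrate 50 nM final; fluorescence kinetic read, 0 and 10 min. Neg ctrl: buffer, no enzyme.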
# Pol iota inh: blocks human DNA polymerase iota activity; Q9UNA4; Pol iota fluorescent replication assay, 10 min; Potency, µM (top dose mostly 115 µM), without a hit: top-dose activity, negative = inhibition, hits mostly inhibitors; hit rate 1% among 390,000; note: potency is the fitted concentration of half-maximal effect
#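 Fluorescent replication assay read twice, at 0 min and 10 min after adding 50 nM (final) substrate. Enzyme (10 nM) and compounds were first incubated 15 min at room temperature; enzyme-free buffer wells were negative controls.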
# BLM helicase inh: inhibitors of human Bloom syndrome helicase BLM | Potency, µM (doses to about 56.1 µM), for inactives: at the highest dose activity change, negative = inhibition, actives largely listed as inhibitors | recombinant BLM DNA unwinding, fluorescence dequenching | AID 2528 | P54132 | hit rate 0.2% among 350,000;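 note: potency is the fitted concentration of half-maximal effect; plate controls were vehicle for no effect and no enzyme for full effect; nearly all actives have a fitted effect of over 35% in size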
# APEX1 inh: blocks human APE1 abasic DNA cleavage; Potency, µM (titrated, usually from 65.8 µM), for inactives: top-dose activity change, negative = inhibition, actives largely listed as inhibitors; AID 2517; recombinant APE1, TAMRA/BHQ-2 abasic DNA cleavage fluorescence; hit rate 0.35% among 350,000; P27695;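 note: potency is the fitted concentration of half-maximal effect; plate controls were vehicle for no effect and reference inhibitor for full effect; nearly all actives have a fitted effect of over 55% in size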
# Target sequence (P27695 whole entry, looked up): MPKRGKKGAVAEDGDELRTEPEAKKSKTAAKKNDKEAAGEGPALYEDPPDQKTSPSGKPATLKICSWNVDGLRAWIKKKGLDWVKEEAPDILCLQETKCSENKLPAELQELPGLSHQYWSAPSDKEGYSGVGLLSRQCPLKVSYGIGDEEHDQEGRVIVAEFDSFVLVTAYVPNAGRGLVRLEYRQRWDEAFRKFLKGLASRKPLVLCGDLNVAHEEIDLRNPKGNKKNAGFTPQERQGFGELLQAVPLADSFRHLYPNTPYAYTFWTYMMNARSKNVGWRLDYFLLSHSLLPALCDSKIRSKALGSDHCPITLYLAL
#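 Enzyme (0.75 nM final) and test compound are incubated 15 min at room temperature before adding 50 nM quenched THF abasic-site duplex. Cleavage dequenches TAMRA, followed at 525/598 nm over three reads one minute apart.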
# Anesthetic bind: binds horse apoferritin like a general anesthetic. Potency, µM (highest dose often 77.5 µM), for inactives: top-dose activity change, negative = displacement, actives largely listed as inhibitors. hit rate 0.074% among 350,000. apoferritin/1-aminoanthracene competitive binding, fluorescence. P02791; note: potency is the fitted concentration of half-maximal effect; % is set by controls: 0 for no effect and ±100 for the full control effect; nearly all actives have a fitted effect of over 20% in size
# Target sequence (P02791 2-175 limits assumed): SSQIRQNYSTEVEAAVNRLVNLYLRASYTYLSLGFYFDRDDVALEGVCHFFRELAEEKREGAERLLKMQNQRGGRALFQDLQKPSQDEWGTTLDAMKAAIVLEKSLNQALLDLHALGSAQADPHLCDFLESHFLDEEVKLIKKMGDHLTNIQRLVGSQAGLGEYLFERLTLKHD
#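 Horse-spleen apoferritin (10 uM) in 50% saturated 1-aminoanthracene in PBS was incubated 10 min at room temperature with compound. Fluorescence (ex 380, em 535 nm) was normalized to free and bound 1-AMA, with concentration-response fitted by a four-parameter Hill equation.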
# RXFP1 antag: antagonists of human relaxin receptor RXFP1; hit rate 0.59% among 350,000; activity change, negative = inhibition, % at 57.5 µM; AID 1259400; HEK293-RXFP1, relaxin-stimulated cAMP HTRF, 30 min; stronger effect = lower value;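 active = activity change of -60% or lower, but not beyond a set lower limit; inconclusive = change between -60% and -40%, or beyond the set limit; inactive = change above -40%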; note: % is set by controls: 0 for no effect and ±100 for the full control effect
# Pol eta inh: DNA polymerase eta (human) inhibition | Q9Y253 | recombinant Pol eta, fluorescent DNA replication assay | Potency, µM (doses to about 114 µM), for inactives: at the top dose activity change, negative = inhibition, most hits filed as inhibitors | hit rate 1.2% among 390,000 | AID 588591; note: potency is the fitted concentration of half-maximal effect; % is set by controls: 0 for no effect and ±100 for the full control effect
#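 Pol eta (10 nM) was preincubated with compounds for 15 min at room temperature, after which fluorescent replication substrate (50 nM final) was added to start the reaction. Fluorescence was read kinetically at 0 and 10 min.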
# * = called active by the depositor; i = inactive; ? = inconclusive; · = not tested or not shown; & = joins results of further samples; [ ] = another dose, or the depositor's remark. Unless noted, calls come from the whole dose curve; as a rule, active = well fitted curve in the direction sought with a large enough effect; inconclusive = small, poorly fitted or top-dose-only effect, or another doubt; inactive = no such curve, though single readings can be large; an effect the other way counts as inactive or inconclusive. Not all compounds are listed; the hit share may differ from the screen's.
# Every second line gives: POLK inh	PGK inhibitor	RXFP1 antag	Pol iota inh	Anesthetic bind	APEX1 inh	BLM helicase inh	Pol beta inh	Pol eta inh
Cc1ccc(C(C(=O)NC2CCCC2)N(Cc2ccco2)C(=O)CCC(=O)Nc2cc(C)on2)cc1 (stereo not given)
 : -7%	-1%	2	2%	-13%	-1%	-4%	0%	4%
CCOc1ccc(NC(=O)c2cc([N+](=O)[O-])ccc2N2CCOCC2)cc1
 : 0%	-10%	1	13%	·	-1%	·	·	-5%
O=c1cnc2ccccc2n1CC1CCCCC1
 : -4%	-4%	-13	31%[activator]	-16%	2%	-6%	0%	-3%
Cc1cc(C)n(CC(C)NCc2cn[nH]c2-c2cccc3ccccc23)n1 (stereo not given)
 : -9%	-8%	4	4%	-14%	1%	-10%	?	-4%
O=C(C1CCCN(S(=O)(=O)c2cccc3cccnc23)C1)N1CCc2ccccc21 (stereo not given)
 : 6%	i	-36	15%	-21%	?	-4%	1%	-11%
O=C(CN1C(=O)COc2ccccc21)N1CCOCC1
 : 16%	-3%	8	25%	2%	-8%	0%	29%	-15%
Cc1ccc(C2CC2C(=O)NNC(=S)Nc2cccc(Cl)c2)cc1 (stereo not given)
 : -4%	i	-33	14%	-23%	-9%	-6%	-12%	-18%
Cc1ccc(NC(=O)CSc2nnc(CN3CCOCC3)n2-c2ccccc2)cc1
 : -2%	-5%	-1	36%[activator]	-1%	1%	3%	0%	-11%
CCN(CC)CCC(c1ccc(N(C)C)cc1)c1c(OC)cc(OC)c2c(C)cc(=O)oc12 (stereo not given)
 : 6%	·	·	2%	?	-9%	4%	·	·
CCc1ccc(OCC(=O)NC(C)C)cc1
 : -3%	i	12	31%[activator]	-6%	-12%	0%	1%	-16%
Cc1ccc(NC(=O)c2c(C)oc3ccc(O)c(CN4CCCCC4)c23)c(C)c1
 : 0%	i	-5	19%	-10%	·	-6%	1%	-15%
Cc1ccc2c(n1)sc1c(N)ncnc12
 : -11%	-3%	1	10%	-13%	1%	3%	4%	-5%
COc1ccccc1N1CCN(C(=O)c2ccccc2SCC(=O)NCc2ccco2)CC1
 : -14%	10%	-11	17%	·	0%	·	·	-14%
COc1ccc(CCNC(=O)c2cnc3sc(N4CCOCC4)nn3c2=O)cc1
 : -8%	-10%	-11	20%	-10%	·	-2%	4%	-17%
COc1ccc(S(=O)(=O)N2CCC(C(=O)NCC(=O)Nc3c(C)cccc3C)CC2)cc1OC
 : -2%	-2%	9	-11%	·	·	·	·	-26%
O=C(OCN1C(=O)C(=O)c2ccccc21)c1ccc(Cl)cc1
 : -5%	-9%	3	23%	-5%	-15%	1%	20%	-15%
COc1c(C)cc(C(=O)C2CCCN(C(=O)c3ccoc3)C2)cc1C (stereo not given)
 : 5%	-3%	5	36%[activator]	-19%	4%	-3%	-8%	-11%
CCOC(=O)Cc1cc(=O)n2[nH]cc(-c3cccc(Br)c3)c2n1
 : 0%	i	-26	93%[activator]	-15%	2%	-6%	16%	-12%
CCc1nn(CC(=O)Nc2ccc(N(CC)CC)cc2C)c(=O)c2cc3sccc3n12
 : 10%	-4%	3	?	-6%	·	-8%	38%	1%
CSc1nc(C)cc(Oc2ccc(OCC(N)=O)nn2)n1
 : -4%	1%	-4	156%[activator]	0%	18%	-1%	15%	-23%
O=C(Nc1nc2ccc([N+](=O)[O-])cc2s1)c1c(F)cccc1F
 : -6%	-4%	-4	141%[activator]	-6%	-1%	-3%	-1%	8%
CC(=O)c1c(C)[nH]c(C(=O)CSc2nc3ccccc3c(=O)n2CCCN2CCOCC2)c1C
 : -5%	-4%	-2	18%	1%	8%	-8%	19%	-11%
S=C(c1ccco1)N1CCOCC1
 : 1%	-4%	-7	17%	·	·	·	·	-15%
CCOC(=O)C1=C(Cc2ccc(C)cc2)C(=O)c2ccccc2C1=O
 : ·	·	·	·	?	-2%	-18%	-17%	·
COc1ccc(C(=O)N/C(=C/c2ccccc2F)C(=O)NCCN2CCOCC2)cc1OC
 : 18%	-5%	3	16%	-4%	75%[activator]	2%	6%	-14%
COc1ccc2nc(SCC(=O)c3c(N)n(C4CC4)c(=O)[nH]c3=O)[nH]c2c1
 : -1%	-1%	-8	6%	·	-5%	·	·	-9%
O=C(NC(=S)Nc1ccc2c(c1)OCO2)c1ccc(Cl)cc1
 : -4%	-7%	-7	27%	-7%	5%	-2%	9%	-18%
COc1cc2c(cc1OC)C(c1cc(OC)c(O)c(OC)c1)CC(=O)N2 (stereo not given)
 : 0%	-5%	·	7%	-10%	·	0%	0%	-9%
COCCN=C1NN=C(c2ccc(NC(C)=O)cc2)CS1
 : 2%	-14%	4	125%[activator]	-15%	2%	-3%	1%	-6%
CC[C@H](C)Cc1cn([C@@H](CCCN=C(NC(=O)OC(C)(C)C)NC(=O)OC(C)(C)C)C(=O)NCCCCCCCCCCC(=O)N2CCN(C(=O)OC(C)(C)C)CC2)nn1
 : -9%	-4%	·	18%	·	-5%	·	·	-24%
Cc1ccc(NC(=O)C(NS(=O)(=O)c2cccc3nsnc23)C(C)C)nc1 (stereo not given)
 : 5%	i	·	13%	-6%	2%	-4%	1%	-8%
O=C(CNC(=O)Cc1ccccc1)NCc1cccs1
 : -14%	-8%	-2	7%	·	7%	·	·	-12%
CCCn1c(SCC(=O)Nc2nnc(C)s2)nnc1-c1ccoc1C
 : -3%	-1%	1	17%	-11%	3%	-2%	6%	-11%
CCc1ccc2c(COC(=O)CNS(=O)(=O)c3ccc(NC(C)=O)cc3)cc(=O)oc2c1
 : -4%	-1%	-25	-6%	?	1%	-6%	-1%	-18%
COc1ccc(Br)cc1CNC(C)c1ccccc1 (stereo not given)
 : -4%	-5%	22	-1%	-15%	3%	3%	13%	-19%
O=C1CNC(=O)N1Cc1ccc(Br)cc1
 : -1%	-3%	·	29%	4%	25%	3%	15%	-8%
CC1CCN(C(=O)c2ccc(NC(=O)c3cccs3)cc2)CC1
 : 4%	1%	-5	-10%	-8%	3%	-2%	36%	-20%
COc1ccc(-c2nn(-c3ccccc3)cc2C(=O)N2CCN(S(=O)(=O)c3ccccc3[N+](=O)[O-])CC2)cc1
 : 9%	-7%	-9	-5%	·	·	·	·	-3%
COCc1nnc(NS(=O)(=O)c2ccc(F)cc2)s1
 : -1%	7%	0	3%	-5%	33%	-1%	-10%	-12%
COc1ccc(N/N=C(\C#N)C(=O)NCCc2ccc(OC)c(OC)c2)cc1
 : -6%	8%	-1	140%[activator]	-8%	-9%	-5%	-22%	-4%
OC(CN(Cc1ccccc1)Cc1ccccc1)c1ccccc1 (stereo not given)
 : -10%	-1%	?	-4%	·	·	·	·	-9%
O=C(c1ccc(CN2CCOCC2)cc1)N1CCC(Cc2ccccc2)CC1
 : 6%	-2%	-10	20%	?	-3%	-1%	-1%	-4%
O=C(COC(=O)c1ccc[n+]([O-])c1)Nc1ccc([N+](=O)[O-])cc1C(F)(F)F
 : 13%	0%	-5	34%[activator]	·	9%	·	·	-2%
CN1C(C(=O)NCC2CC2)CC2Cn3c(nc4ccccc43)C21 (stereo not given)
 : 1%	-5%	·	?	·	20%	·	·	0%
COc1ccc(NC(=O)COCc2cc(-c3cccs3)on2)cc1
 : -14%[60.1 µM]	6%	-6	-1%	-3%	·	2%	-3%	-9%
O=C(c1ccccc1)N1CCN(C(=O)c2ccccc2)CC1
 : 12%&5%	-6%	-13	25%&-5%	-2%	-4%	-1%	5%	-11%
C=CCOc1ccc(C=NNc2ccc(S(=O)(=O)Nc3ccccc3C(=O)O)cc2[N+](=O)[O-])cc1OC
 : ?	?	5	14µM*	·	?	·	·	?
CN(Cc1ccccc1)C(=O)c1ccco1
 : 5%	-6%	-1	38%[activator]	-1%	4%	-7%	2%	-16%
Cc1nc(Cc2nnc(SC(C)C(=O)Nc3cccc(C#N)c3)o2)cs1 (stereo not given)
 : -1%	-9%	-5	28%	·	15%	·	·	-14%
O=C(Nc1cccc(C(=O)OCc2cc(=O)n3c4c(sc3n2)CCCC4)c1)c1ccccc1
 : -11%[60.1 µM]	-10%	-6	6%	-12%	·	-3%	8%	-10%

# Next section:
# Every second line gives: POLK inh	PGK inhibitor	RXFP1 antag	Pol iota inh	Anesthetic bind	APEX1 inh	BLM helicase inh	Pol beta inh	Pol eta inh
Cc1cc(C)c2c(=O)cc(C(=O)Nc3nc4ccc(F)cc4s3)oc2c1
 : 12%	-2%	-2	36%[activator]	-8%	·	-4%	23%	-10%
Cc1ccc(NC(=O)CSCC(=O)N2CCN(C(=O)c3ccco3)CC2)cc1
 : -3%	i	1	10%	·	13%	·	·	-22%
CN1CCN(c2oc(-c3ccccc3)nc2S(=O)(=O)c2ccccc2)CC1
 : -14%	i	-5	13%	·	15%	·	·	-3%
Cc1cc(NC(=O)CCCC(=O)O)nc(C)n1
 : -6%	i	-4	?	-8%	1%	-1%	4%	3%
Cc1nn(-c2ccccc2)c(N2CCCCC2)c1/C=N/O
 : -6%	2%	-9	-11%	-6%	-9%	0%	0%	-9%
CCCC(=O)NCCc1nc2ccccc2n1CCC
 : 3%	-6%	-1	27%	-8%	-3%	-1%	2%	-15%
COC(=O)C1=C(C)NC(=O)/C1=C\c1cc(C)n(-c2ccc(F)cc2)c1C
 : -7%	-13%	2	87%[activator]	-5%	17%	-21%	32%	-20%
Cc1ccc(S(=O)(=O)N2CCC(C(=O)Nc3nnc(-c4ccc(F)cc4)s3)CC2)cc1
 : -8%	i	-1	104%[activator]	0%	2%	8%	1%	-7%
S=c1nc(C2CC2)[nH]c2ccccc12
 : -32%	-4%	29	?	9%	0%	-3%	?	25µM*
CCOc1ccc(C(=O)Cc2cc3cccc(OC)c3oc2=O)cc1
 : 5%	-5%	-5	-21%	-12%	11%	-2%	-12%	-11%
